INS-1E GSIS act – GLuc luminescence reporter in INS-1E cells, primary screen for activators of glucose-dependent secretion of insulin; INS-1E GLuc reporter insulin secretion, 2-3 h; activation, % at 16.6 µM; 370,000 compounds, 0.61% hits; AID 743287, 2014;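 active means lowest replicate activation of at least 40%, so every replicate reaches that level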;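 further: 0% = median of neutral control wells and 100% = median of IBMX positive control wells; some compounds called inactive have numbers as strong as hits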
PAX8 reporter – inhibitors of PAX8-driven TPO luciferase reporter, primary screen, RMG-I cells, single concentration | SteadyGlo, 24 h | 360,000 compounds, 1.2% hits | inhibition, % at 12.6 µM;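 active means mean replicate inhibition at least 60% with every replicate also reaching 60%; inconclusive means only one of the two criteria is met; inactive means mean below 60% and not all replicates reaching 60%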;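 further: luciferase light reporting Pax8 driven TPO promoter activity; plate controls were median of neutral control wells for no effect and mitoxantrone controls for full effect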
miR-122 sensor – miR-122 Renilla sensor signal increase in Huh7, primary screen, miR-122 inhibitor project, cell-based, single point, plate reader | Huh7 miR-122 Renilla luciferase sensor, 48 h; neutral wells = 0, positive control = 100 | activation (reporter increase), % at 12.5 µM | 340,000 compounds, 0.3% hits;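 active means mean replicate activation score at least 90 and every replicate individually at or above 90; inconclusive means only one of the two criteria met; inactive means neither criterion met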;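 further: higher luciferase means less miR-122 activity so hits act as miR-122 inhibitors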
EWS-Fli inh – EWS/Fli-driven NR0B1 reporter inhibitors, primary screen, A673 cells, NR0B1 luciferase, luminescence, MLPCN library; 350,000 compounds, 0.67% hits; AID 651661, 2012; inhibition, % at 12.6 µM; viability-normalised;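 active means mean inhibition of at least 50% after viability correction, with every replicate also passing that limit; inconclusive means mean reaches 50% but only one of two replicates passes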;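 further: firefly luciferase signal divided by Alamar Blue viability fluorescence both relative to DMSO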
DENV2 CPE rescue – inhibitors of DENV2 cytopathic effect, primary screen, cell-based, plate reader, single concentration; DENV2-infected cells, cytopathic effect rescue; 350,000 compounds, 1.7% hits; CPE inhibition, % at 9.99 µM; in the data active means CPE inhibition above about 20%, passing the limit was not always enough; inconclusive means no clear call, values can overlap the other calls; tested in BHK-21 cells;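 further: 0% = median of neutral control wells and 100% = median of positive control wells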
FN deposition inh – inhibitors of fibronectin matrix deposition, primary screen, AH1F cells, Alexa488-fibronectin fluorescence, plate reader; AH1F fibroblasts, overnight; inhibition, % at 12.6 µM; 350,000 compounds, 0.086% hits;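 active means mean inhibition across replicates of 30% or more, regardless of how many single replicates reach that level; inconclusive means mean under 30% yet at least half of replicates reach 30%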;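 further: positive control wells lacked labelled fibronectin entirely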
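Test system: AH1F fibroblast monolayer depositing Alexa488-labelled fibronectin into matrix. Input: 10000 cells per well. Technique: fluorescence, ex 485 nm, em 525 nm. Buffer or medium: DMEM plus 2% serum, read in PBS. Timing: 1 h cell adhesion before compound, then overnight fibronectin incubation. Compound: single dose, pinned. Read-out basis: inhibition from reduced deposited-fibronectin fluorescence.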
F508del corr – F508del CFTR correction, initial screen, CFBE line, single point | CFBE cells, YFP halide quenching; stimulated with forskolin plus potentiator P3; % fluorescence drop versus neutral controls | activity (quench increase), % at 7.58 µM | 350,000 compounds, 0.36% hits;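 active means mean added fluorescence quench of at least 8% versus neutral control, with both replicates also reaching 8%; inconclusive means only one of the mean or replicate conditions met; inactive means mean below 8% and not both replicates reaching 8%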;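 further: cells transiently co-express mutant CFTR-F508del with the halide-sensitive YFP; corrector assay measuring rescue of mutant channel to the surface after 24 h compound exposure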
The depositor's hits bear a star; ? = inconclusive; · = not tested or not shown; & = joins results of further samples; [ ] = remark or other dose.

SMILES	INS-1E GSIS act	PAX8 reporter	miR-122 sensor	EWS-Fli inh	DENV2 CPE rescue	FN deposition inh	F508del corr
COc1ccc(OC)c(/C=N/NC(=O)c2cnccn2)c1	-2	-19	·	11	-2	4	-0.6
CCC(C(=O)NCc1ccco1)n1nc(C)c2c(C)n(-c3ccc(C)cc3)nc2c1=O (centres undefined)	-21	6	1	2	-3	20	-1.0
CS(=O)(=O)c1ccccc1C(=O)NC1CCCc2ccccc21 (centres undefined)	3	23	·	-6	7	4	-0.9
CO[C@@H]1CN(C)C(=O)c2ccc(NC(=O)Nc3ccccc3)cc2OC[C@H](C)N(C(=O)CN(C)C)C[C@H]1C	-8	·	-2[16.7 µM]	-3	·	-1	-0.6
CN(C)c1cccc2c(C=C(C#N)C#N)ccc(N(C)C)c12	-20	-4	-2	·	5	-1	·
O=[N+]([O-])c1cc([N+](=O)[O-])c(Oc2ccc(Cl)c3cccnc23)cc1NN1CCCCC1	0	11	-6	6	-10	-8	-2.6
Cc1cc(OCCn2ccnc2)cc(C)c1Cl	·	-19	·	20	1	12	·
C[C@H](O)C#Cc1ccc([C@H]2[C@@H](CO)N3CCCCN(S(=O)(=O)c4ccccc4)C[C@@H]23)cc1	-1	16	1[16.7 µM]	8	2	·	3.6
COc1ccc(S(=O)(=O)N2CCc3ccccc3C2)cc1OC	63*	·	8	0	-5	·	-1.3
C[C@@H]1CCCCO[C@H](CN(C)S(=O)(=O)c2ccc(F)cc2)[C@H](C)CN([C@H](C)CO)C(=O)c2cc(NC(=O)C3CCCCC3)ccc2O1	-4	14	-15[16.7 µM]	4	?	7	-2.7
CN(C)CC(=O)Nc1ccc2c(c1)[C@H]1C[C@@H](CC(=O)NCc3cccnc3)O[C@@H](CO)[C@H]1O2	12	·	4[16.7 µM]	-6	-3	-1	0.1
CC1CCN(S(=O)(=O)c2ccc(NC(=O)c3ccccc3F)cc2)CC1	8	9	2	28	14	-6	3.3

INS-1E GSIS act, entries above that show a hit
canonical_smiles | INS-1E GSIS act | miR-122 sensor | DENV2 CPE rescue | F508del corr
COc1ccc(S(=O)(=O)N2CCc3ccccc3C2)cc1OC | 63* | 8 | -5 | -1.3

(next part)
SMILES	INS-1E GSIS act	PAX8 reporter	miR-122 sensor	EWS-Fli inh	DENV2 CPE rescue	FN deposition inh	F508del corr
COc1ccc(NC(=O)Nc2ccc3c(c2)C(=O)N([C@@H](C)CO)C[C@@H](C)[C@H](CN(C)Cc2ccc4c(c2)OCO4)OCCCC[C@H](C)O3)cc1	-34	2	-5[16.7 µM]	16	3	·	-1.5
COc1cc(C(=O)OCC(=O)Nc2cccc(S(=O)(=O)N3CCOCC3)c2)ccc1OCC(C)C	20	-11	·	-7	9	-1	2.5
CS(=O)(=O)Nc1cccc(C2=NN(S(=O)(=O)c3ccc(F)cc3)C(c3cccs3)C2)c1 (centres undefined)	-17	-10	·	·	·	3	·
COC(=O)[C@]1(C)N[C@H](CN(C)C(C)=O)[C@@H]2C(=O)N(C)C(=O)[C@@H]21	20	-6	·	-9	5	-3	-4.4
O=C(CN1C(=O)/C(=C\C=C\c2ccccc2)SC1=S)Nc1ccc(F)cc1	-4	-17	·	-1	-4	-5	·
COc1ccc(N(C(=O)Cn2nnc(-c3ccccc3F)n2)C(C(=O)NCC2CCCO2)c2ccc(Cl)cc2)cc1 (centres undefined)	7	2	·	14	2	0	-2.0
CC(C)CCn1c(NCCc2ccccc2)nc2c1c(=O)n(C)c(=O)n2C	-10	42	-4	14	4	7	5.0
COc1ccc(CN(C)C[C@@H]2OCCCC[C@@H](C)Oc3ccc(NC(=O)Nc4cccc5ccccc45)cc3C(=O)N([C@@H](C)CO)C[C@H]2C)cc1	-28	10	-5[16.7 µM]	64*	-11	·	-0.7
CC(C)(C)n1nc2c(c1NC(=O)COc1ccccc1F)CS(=O)(=O)C2	2	5	·	-2	1	·	0.6
Cc1ccc(NCCCn2cnc(C(=O)Nc3ccc(C)c(C)c3)n2)cc1C	1	3	-4	-3	9	3	1.5
CCc1cccc(C)c1NC(=O)CCN1C(=O)NC(C)(C)C1=O	6	1	-14	0	3	-3	-1.3
Cc1cnc(C(=O)OCC(=O)Nc2ncc(Cl)cc2Cl)cn1	-2	14	-1	-1	10	-1	2.3
Cc1ccccc1NC(=O)CN(C)S(=O)(=O)c1ccc(-c2ccc(=O)[nH]n2)s1	-6	20	-1	4	1	2	3.6
Cc1cccc(NC(=O)COC(=O)c2cc(C)oc2C)c1	4	-24	·	-9	-5	2	-0.5
O=C(c1ccc(F)cc1)N1CC[C@H]2[C@H](CO)Nc3ccc(C#Cc4ccccc4F)cc3[C@H]21	-18	·	·	·	13	4	0.2
CCCCNC(=O)COC(=O)c1c2c(nc3ccccc13)/C(=C/c1cccs1)CC2	-41	-5	·	·	·	2	·
O=C(NCc1ccccc1)[C@@]1(CCS(=O)(=O)c2ccccc2)COC(c2ccc(OCCCO)cc2)=N1	·	-3	·	8	-15	·	-0.9
Cc1ccc(-c2csc3nc[nH]c(=O)c23)c(C)c1	-10	0	3	-3	-2	-3	-7.3
COc1cc(C(C)=O)ccc1OC(=O)N1CCOCC1	8	-5	-3	6	8	-3	-0.1
COC(=O)C[C@H]1CC[C@H]2[C@H](COc3ccc(NC(=O)c4ccc(F)c(F)c4)cc3C(=O)N2C)O1	0	0	-25[16.7 µM]	-7	-1	3	0.3
COc1ccc2sc(N3C(=O)CC(Cc4cccc(C)c4)C3=O)nc2c1 (centres undefined)	5	·	0	1	-7	·	-0.6
CN(C(=O)CN1C(=O)/C(=C/c2ccc(Cl)cc2)SC1=S)C1CCS(=O)(=O)C1 (centres undefined)	13	-10	0	-9	5	-5	1.5
CCOc1ccc(S(=O)(=O)N2CCC(C(=O)NCCc3ccccc3)CC2)cc1	-6	-13	·	4	3	2	1.9
Cn1c(=O)n(C)c2cc(NC(=O)COc3ccc(F)cc3)ccc21	-2	3	-1	6	2	1	0.3
C[C@H](CO)N1C[C@H](C)[C@H](CN(C)Cc2ccccn2)Oc2cc(C3=CCCCC3)ccc2S1(=O)=O	-1	12	-12[16.7 µM]	21	-1	-9	1.8
CCC(=O)N1[C@H](CO)[C@@H](c2ccc(-c3ccc(F)cc3)cc2)[C@@H]1CN(C)C(C)=O	-6	-2	-12[16.7 µM]	0	-7	6	3.5
OC[C@H]1Nc2ccc(-c3ccccc3)cc2[C@H]2[C@@H]1CCN2Cc1ccc(F)cc1	9	4	1[16.7 µM]	17	1	1	-1.9
Cc1cccc(NC(=O)CSc2nc3ccccc3nc2N2CCCCC2)c1	·	33	11	-27	-4	-1	-5.6
Cc1ccc(-c2cc(=O)c3ccccc3[nH]2)cc1	8	-29	20	-22	·	-21	2.4
Cc1cccc(N(C(=O)CCC(=O)Nc2cc(C)on2)C(C(=O)NC2CCCC2)c2cccnc2)c1 (centres undefined)	-1	15	·	11	11	-2	-1.9
CN(C)C(=O)[C@H]1[C@H](CO)[C@H]2Cn3c(ccc(C4=CCCCC4)c3=O)[C@H]2N1C(=O)c1ccccc1F	1	·	7[16.7 µM]	-2	7	·	-0.5
C[C@H]1CN([C@@H](C)CO)C(=O)Cc2cc(NC(=O)CCN3CCOCC3)ccc2O[C@@H]1CN(C)Cc1ccccc1	9	-2	-3[16.7 µM]	4	-1	·	2.2
O=C1C=C(c2ccccc2Oc2ccccc2)C[C@@H](c2ccc(F)cc2)C1	3	22	4	14	-4	-2	3.5
CC(C)Cc1nnc(NC(=O)CCNC(=O)c2ccccc2Cl)s1	17	-16	-2	-2	6	-1	2.2
Cc1[nH]n(-c2ccccc2)c(=O)c1CCO	5	-3	·	1	6	10	-1.4
COc1ccc(C)cc1N(CC(=O)NCCSCc1ccco1)S(=O)(=O)c1ccc(C)cc1	-8	13	·	15	-5	-4	-2.7
CC(=O)c1ccccc1NC(=O)COC(=O)/C=C/c1ccc(C)o1	-28	8	1	4	-2	4	0.1
COc1ccc(NC(=O)c2cc(S(=O)(=O)N3CCCC3)ccc2C)cn1	-9	8	-12	3	0	0	-0.2
COc1cc(/C=C/C(=O)NC(C)C)ccc1OCc1ccccc1	5	24	-8	·	·	7	·
C=CCn1c(C)c(/C=C/c2cc[n+](C)cc2)c2ccccc21	-37	53	·	4	0	-133	3.2
O=C(Oc1ccccc1Cl)c1ccccc1	·	-10	-9	-4	1	·	-2.9
OCc1ccccc1-c1nc(NCC2CC2)nc2ccsc12	10	4	2	3	-6	-20	3.8
C[C@H](C(=O)N(C)C[C@@H]1OCc2ccccc2-c2ccccc2C(=O)N([C@H](C)CO)C[C@H]1C)c1ccccc1	-9	4	·	-3	0	5	1.3
O=C(Nc1c(C(=O)N2CCN(c3ccccn3)CC2)oc2ccccc12)c1ccc([N+](=O)[O-])cc1	-6	-8	143*	-4	1	-8	0.8
C[C@H]1CCCCO[C@@H](CN(C)C(=O)Nc2ccc3c(c2)OCO3)[C@@H](C)CN([C@@H](C)CO)C(=O)c2cc(NS(=O)(=O)c3cccs3)ccc2O1	-8	6	-2[16.7 µM]	0	?	-7	-0.4
CC1(C(=O)NCc2cccc(C(F)(F)F)c2)CCN1Cc1ccc(-c2ccccc2)o1 (centres undefined)	-15	74*	-4	12	1	4	1.7
CCOC(=O)c1c(S(=O)(=O)NCC2CCN(CCc3cccs3)CC2)c(C)n(C)c1C	14	6	·	11	2	-5	2.1
COc1ccc(NC(=O)Nc2ccc3c(c2)C(=O)N([C@H](C)CO)C[C@@H](C)[C@@H](CN(C)Cc2ccc(-c4ccccc4)cc2)O3)cc1	-5	·	-5[16.7 µM]	-2	13	·	1.4
O=C(NC(=S)Nc1cccnc1Cl)c1ccc(F)cc1	13	-286	2	-80	?	1	1.8
C[C@H]1CN([C@@H](C)CO)C(=O)c2cccc(NC(=O)Nc3ccc4c(c3)OCO4)c2O[C@H]1CN(C)Cc1ccc2c(c1)OCO2	-1	-10	5[16.7 µM]	-1	27*	·	-1.2
COCCNC(=O)C1CCCN(C(=O)c2ccc3sccc3c2)CC1 (centres undefined)	15	-2	·	3	1	14	8.5*
C[C@@H]1CCCCO[C@@H](CN(C)C(=O)Nc2ccc(F)cc2)[C@H](C)CN([C@@H](C)CO)C(=O)c2cc(NC(=O)CCC(F)(F)F)ccc2O1	-16	6	2[16.7 µM]	4	0	-18	0.1
C[C@@H]1CN([C@H](C)CO)S(=O)(=O)c2ccc(C#CC3CC3)cc2O[C@@H]1CN(C)C(=O)Nc1cc(F)ccc1F	-3	·	-3[16.7 µM]	10	·	·	1.6
Cc1ccc(-c2cnc3c(c2)C(=O)N([C@H](C)CO)C[C@H](C)[C@@H](CN(C)CC2CCCC2)O3)cc1	-14	7	9[16.7 µM]	17	0	·	-1.1
C[C@H]1CN([C@@H](C)CO)C(=O)c2cc(C#CCC3CCCC3)cnc2O[C@@H]1CN(C)C(=O)CC1CC1	-13&-9	10&-7&-1	9	8&-1&-10	-12&-3&-2	-10	-3.5&0.2&0.3
CN(CC(=O)N1CCN(c2ccccn2)CC1)S(=O)(=O)c1ccc2ccccc2c1	·	·	·	4	0	·	1.8

An unsorted share of the library; 3.9% or so of the library scored in one or more.
